Assay outcomes deposited in PubChem BioAssay by Broad Institute.
ARNT-TACC3 inh = disruptors of ARNT/TACC3 protein interaction, primary screen, biochemical, AlphaScreen, single concentration. AID 623870, 2012. hit rate 0.66% among 390,000. inhibition, % at 9.99 µM. AlphaScreen His-ARNT PAS-B/GST-TACC3 binding, luminescence; TACC3 fragment carries E629A point mutation;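 active = mean inhibition of replicates at least 50% and at least half of replicates each reaching 50%; inconclusive = half or more replicates reach 50% but mean below 50%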;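 note: 0% = complete ARNT plus TACC3 wells and 100% = ARNT alone without TACC3; many hits fall short of the cut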
XiGFP reactiv = activators of inactive X chromosome reactivation, primary screen, imaging, XiGFP fibroblasts, GFP high-content imaging, set 2 | XiGFP mouse fibroblasts, % GFP-positive cells imaging, 3 d; cells co-treated with 5-aza-dC sensitizer; scaled so ellipticine positive control = 100% | hit rate 0.055% among 360,000 | AID 743238, 2013 | activation, % at 7.58 µM;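 active = mean normalized replicate activation at least 10% and every replicate at or above 10%; inconclusive = only one of the two criteria met; inactive = mean below 10% and not all replicates reach 10%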;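 note: 0% = median of on-plate neutral control wells and 100% = ellipticine 6 µM median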
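assay system = SV40-immortalized XiGFP fibroblast cells, line 68-5-11 | buffer or medium = DMEM plus 5-aza-dC sensitizer | doses = single-point pinned compound dosing | times = 3-day compound exposure, then 15 min fixation at room temperature | benchmarks = positive control ellipticine, 6 µM final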
DENV2 CPE = inhibitors of DENV2 cytopathic effect, primary screen, cell-based, plate reader, single concentration | hit rate 1.7% among 350,000 | CPE inhibition, % at 9.99 µM | DENV2-infected cells, cytopathic effect rescue; in the data active = CPE inhibition above about 20%, passing the limit was not always enough; inconclusive = no clear call, values can overlap the other calls; tested in BHK-21 cells;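 note: 0% = median of neutral control wells and 100% = median of positive control wells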
ERp5 inh = inhibitors of ERp5-driven insulin aggregation, primary screen, biochemical, turbidity, absorbance 650 nm, single point | Protein disulfide-isomerase A6 (Homo sapiens), Q15084 | 90 min | inhibition, % at 9.99 µM | hit rate 0.05% among 350,000 | AID 651711, 2012;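 active = mean replicate inhibition above about 25%, with every replicate also reaching it, limit read from the data, passing the limit was not always enough; inconclusive = only one of those two criteria met; inactive = neither criterion met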
Target sequence (Q15084 whole entry, looked up): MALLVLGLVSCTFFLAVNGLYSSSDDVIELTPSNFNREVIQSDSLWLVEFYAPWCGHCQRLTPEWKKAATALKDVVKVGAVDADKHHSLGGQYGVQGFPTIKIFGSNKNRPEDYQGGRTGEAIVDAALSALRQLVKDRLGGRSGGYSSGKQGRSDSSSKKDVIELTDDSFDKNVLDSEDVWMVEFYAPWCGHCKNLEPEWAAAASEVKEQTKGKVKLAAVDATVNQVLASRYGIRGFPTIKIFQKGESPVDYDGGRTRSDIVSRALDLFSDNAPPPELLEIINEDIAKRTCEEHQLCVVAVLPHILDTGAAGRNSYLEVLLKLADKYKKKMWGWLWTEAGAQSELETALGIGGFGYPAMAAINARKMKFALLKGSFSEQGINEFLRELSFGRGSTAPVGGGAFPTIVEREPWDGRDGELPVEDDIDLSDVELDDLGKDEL
PAX8 reporter = inhibitors of PAX8-driven TPO luciferase reporter, primary screen, RMG-I cells, single concentration. hit rate 1.2% among 360,000. inhibition, % at 12.6 µM. SteadyGlo, 24 h;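 active = mean replicate inhibition at least 60% with every replicate also reaching 60%; inconclusive = only one of the two criteria is met; inactive = mean below 60% and not all replicates reaching 60%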;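 note: luciferase light reporting Pax8 driven TPO promoter activity; plate controls were median of neutral control wells for no effect and mitoxantrone controls for full effect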
F508del corr = F508del CFTR correction, initial screen, CFBE line, single point; AID 720511, 2013; CFBE cells, YFP halide quenching; stimulated with forskolin plus potentiator P3; % fluorescence drop versus neutral controls; hit rate 0.36% among 350,000; activity (quench increase), % at 7.58 µM;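 active = mean added fluorescence quench of at least 8% versus neutral control, with both replicates also reaching 8%; inconclusive = only one of the mean or replicate conditions met; inactive = mean below 8% and not both replicates reaching 8%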;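 note: cells transiently co-express mutant CFTR-F508del with the halide-sensitive YFP; corrector assay measuring rescue of mutant channel to the surface after 24 h compound exposure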
EWS-Fli block = EWS/Fli-driven NR0B1 reporter inhibitors, primary screen, A673 cells, NR0B1 luciferase, luminescence, MLPCN library; viability-normalised; inhibition, % at 12.6 µM; hit rate 0.67% among 350,000; AID 651661, 2012;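 active = mean inhibition of at least 50% after viability correction, with every replicate also passing that limit; inconclusive = mean reaches 50% but only one of two replicates passes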;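 note: firefly luciferase signal divided by Alamar Blue viability fluorescence both relative to DMSO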
INS-1E GSIS act = GLuc luminescence reporter in INS-1E cells, primary screen for activators of glucose-dependent secretion of insulin; INS-1E GLuc reporter insulin secretion, 2-3 h; activation, % at 16.6 µM; hit rate 0.61% among 370,000; AID 743287, 2014;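 active = lowest replicate activation of at least 40%, so every replicate reaches that level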;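 note: 0% = median of neutral control wells and 100% = median of IBMX positive control wells; some compounds called inactive have numbers as strong as hits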
Starred values were filed as active, the others as inactive; ? = inconclusive; . = no result given; & = joins results of further samples; ! = not confirmed by another sample.

The line under a structure holds: EWS-Fli block | DENV2 CPE | INS-1E GSIS act | F508del corr | XiGFP reactiv | ERp5 inh | PAX8 reporter | ARNT-TACC3 inh
(1) COc1ccc(C(=O)/C=C/c2ccc(N(C)C)cc2)c(OC)c1
    40 | 2 | -13 | 18* | 0.2 | 1 | 23 | -15
(2) O=C(Nc1ccc2c(c1)CCCN2C(=O)c1cccs1)c1c(F)cccc1F
    -41 | -2 | -7 | -2.0 | 0.2 | -5 | -14 | 0
(3) C[C@@H]1CN([C@H](C)CO)C(=O)Cc2cc(NS(=O)(=O)c3cccs3)ccc2O[C@@H]1CN(C)C(=O)Nc1cccc2ccccc12
    8 | -5 | -1 | -0.8 | 0.0 | . | 15 | -12
(4) CC1CCc2[nH]c3ccc(C(=O)N(C)CC(=O)Nc4ccccc4Cl)cc3c2C1 (stereo not drawn)
    -1 | -13 | -14 | -7.5 | 0.0 | -10 | -9 | .
(5) C[C@H]1CN([C@@H](C)CO)C(=O)c2cc(C#CC3CC3)cnc2O[C@H]1CN(C)C(=O)Cc1ccccn1
    -5 | 2 | 6 | -0.7 | 0.4 | 1 | . | -5
(6) CCN1CCN(c2c(Cl)cccc2NC(=O)c2cccs2)CC1
    -2 | -5 | 7 | 2.2 | -0.1 | -6 | 16 | -2
(7) COc1cccc(-n2nnnc2SCC(=O)Nc2ccc(OC)cc2OC)c1
    9 | -8 | -7 | -9.5 | 0.0 | 1 | 3 | 0
(8) COc1ccc(NC(=O)Nc2ccc3c(c2)C(=O)N([C@H](C)CO)C[C@@H](C)[C@H](CN(C)S(=O)(=O)c2c(C)noc2C)OCCCC[C@H](C)O3)cc1
    7 | ? | 5 | 1.0 | -0.6 | . | 4 | -5
(9) CN(C)CCCN1C(=O)[C@@]2(Cc3ccccc31)c1ccccc1C(=O)N(Cc1ccccc1C(F)(F)F)[C@H]2c1ccc(CO)cc1
    -8 | -2 | . | -2.0 | . | 0 | -3 | 5
(10) C=CCn1c(C(O)c2ccccc2)nc2ccccc21 (stereo not drawn)
    -3 | 1 | 0 | -1.8 | 0.0 | 3 | -16 | -11
(11) O=C(NCCOc1ccccc1Cl)C(=O)c1c[nH]c2ccccc12
    -9 | 7 | -13 | 1.3 | 0.3 | -5 | 29 | -1
(12) CCc1cccc(NC(=O)Cn2c(-c3ccccc3)cc(C(C)=O)c2C)c1
    . | . | -28 | . | 0.1 | . | 8 | -9
(13) Cc1cccc(NC(=O)N2CCCC(CNC(=O)c3ccccc3Cl)C2)c1C (stereo not drawn)
    . | 8 | -4 | 0.2 | 0.0 | -1 | -9 | 0
(14) O=C(NC1CCCC1)N1CC(=O)N2[C@@H](CO)[C@H](c3ccc(-c4ccc(F)cc4)cc3)[C@@H]2C1
    . | 9 | -4 | -4.8 | 0.1 | 0 | . | .
(15) O=S(=O)(Nc1cccc(-c2cn3c(n2)SCC3)c1)c1ccccc1
    . | 3 | -14 | 0.3 | 0.4 | 2 | . | 2
(16) C[N+](=O)C1C(=O)Nc2ccccc21 (stereo not drawn)
    7 | 20 | 0 | -1.0 | -0.2 | 2 | 7 | .
(17) C[C@H](CO)N1C[C@H](C)[C@@H](CN(C)Cc2cccc(C(=O)O)c2)OCc2ccccc2-c2c(n(C)c3ccccc23)C1=O
    -3 | 5 | 11 | -1.7 | -0.4 | . | -23 | .
(18) CC(NC(=O)C1CCN(S(=O)(=O)c2cccc3cccnc23)CC1)c1ccccc1 (stereo not drawn)
    3 | -12 | -7 | -3.2 | 0.2 | 1 | 7 | -4
(19) CN1C2CCC1CC(NC(=O)c1ccc([N+](=O)[O-])cc1)C2 (stereo not drawn)
    -3 | 4 | 16 | -1.5 | 0.0 | -1 | -6 | -4
(20) O=C(Nc1cccc(F)c1)N[C@@H]1CC[C@H](CCn2cc(Cc3ccccc3)nn2)O[C@@H]1CO
    -6 | 4 | -15 | 1.3 | -0.3 | 2 | 5 | -6
(21) CC(C)C#Cc1ccc([C@H]2[C@H](CO)N3C(=O)CN(C(=O)Cc4ccccc4)C[C@@H]23)cc1
    8 | -3 | -10 | -2.6 | 0.0 | -3 | . | .
(22) O=C(c1ccccc1F)N1CC(=O)N2[C@H](CO)[C@@H](c3ccc(C#Cc4ccccc4)cc3)[C@@H]2C1
    -6 | 5 | 5 | 3.4 | 0.1 | 7 | . | .
(23) COc1ccc(/C=c2/sc3nc(-c4ccccc4)c(-c4ccccc4)n3c2=O)cc1
    . | . | 43 | . | ? | . | 27 | 16
(24) Cc1noc(C)c1S(=O)(=O)Nc1ccc2c(c1)CC(=O)N([C@@H](C)CO)C[C@@H](C)[C@@H](CN(C)Cc1ccc(Oc3ccccc3)cc1)O2
    8 | -2 | -24 | -3.3 | 0.3 | . | 11 | 8
(25) CCN(CC)CCNC(=O)CCc1nnc2ccc(N3CCC(C)CC3)nn12
    -3 | 8 | 9 | -3.2 | 0.0 | 5 | 8 | 1
(26) Cc1cc(Cn2nc(-c3ccccc3)cc2C(=O)NCC2CC2)on1
    11 | -11 | -8 | -4.2 | 0.1 | 0 | -4 | -5
(27) CCOC(=O)C1=CCC(c2ccc(F)cc2)N(S(=O)(=O)c2ccc(C)cc2)C1 (stereo not drawn)
    2 | -7 | -4 | 3.4 | 0.0 | -3 | -38 | .
(28) O=C(O/N=C(/c1ccccc1)c1ccncc1)c1ccc(F)cc1
    -15 | 7 | 7 | -0.3 | 0.0 | 4 | 12 | -6
(29) CCC1CN2CCc3cc(OC)c(OC)cc3C2CC1CC1c2cc(OC)c(OC)cc2CCN1C(=O)C(Cc1c[nH]c2ccccc12)NC(=O)OC(C)(C)C (stereo not drawn)
    1 | -2 | -39 | -11 | 0.0 | -7 | 46 | 2
(30) COc1ccccc1CNC(=S)NCc1ccc(F)cc1
    2 | ? | -19 | 0.9 | 0.2 | 6 | 3 | .
(31) C/C=C(/C)C(=O)O[C@@H]1[C@H](OC(C)=O)c2c(ccc3ccc(=O)oc23)OC1(C)C
    -2 | -1 | -15 | 0.2 | 0.0 | -2 | 3 | -25
(32) CCCn1c(C)cc(C(=O)CN2C(=O)c3ccccc3C2=O)c1C
    -31 | -5 | 19 | 0.6 | -0.1 | 6 | -42 | 1
(33) Cc1cc(F)ccc1NC(=O)c1cc(S(=O)(=O)N2CCc3ccccc32)cn1C
    -5 | -1 | . | 1.3 | 0.0 | -15 | 8 | -4
(34) Cc1ccc(NC(=O)CSc2nnc(-c3cc(C)[nH]n3)n2N)cc1
    -5 | ? | 1 | 1.1 | 0.1 | . | 11 | 2
(35) Cc1cc(C(=O)N/N=C/c2ccccc2)c(C)o1
    -55 | 0 | 9 | -0.7 | 1.0 | 5 | -58 | 1
(36) COc1ccc(NS(=O)(=O)c2cccc3nonc23)c(OC)c1
    -1 | 6 | 3 | -2.5 | 0.0 | -2 | 29 | 8
(37) CN1CCN(C(=O)C2=C[C@H](c3ccc(C(F)(F)F)cc3)C[C@H](OCc3ccc(CO)cc3)O2)CC1
    -5&-13 | 47*! | -14 | -0.4&-0.1 | 0.1 | 1&4 | -1 | -8&-14
(38) O=C(Cc1ccncc1)N1CC(=O)N2[C@H](CO)[C@H](c3ccc(Br)cc3)[C@@H]2C1
    10 | 6 | 4 | -0.1 | 0.1 | 1 | . | .
(39) COC(=O)[C@]12C[C@H](CC(=O)N3CCC(c4ccccc4)CC3)C(=O)N(Cc3ccccc3)C1=C[C@H](C(C)C)O[C@@H]2C1CC1
    11 | 6 | -31 | 1.1 | 0.2 | 4 | -15 | .
(40) C[C@H](CO)N1C[C@H](C)[C@H](CN(C)C(=O)C2CCC2)Oc2ncc(C#CC3CCCC3)cc2C1=O
    3 | 4 | -8 | -0.2 | -0.2 | 1 | . | -17
(41) COC(=O)C[C@H]1CC[C@@H]2[C@H](COc3ccc(NC(=O)c4cccc(OC)c4)cc3C(=O)N2C)O1
    -29 | -7 | -4 | 1.5 | -0.1 | 4 | -2 | 7
(42) CCOC(=O)c1cc(S(=O)(=O)NCCc2ccccc2)cn1C
    0 | -1 | . | 2.1 | 0.1 | 5 | 5 | -11
(43) CC(C)(C)CC(C)(C)NC(=O)c1ccc2snnc2c1
    12 | 5 | -3 | 1.2 | 0.0 | 2 | 11 | -4
(44) COc1ccc(N(C)S(=O)(=O)c2ccc(C)cc2)c([N+](=O)[O-])c1
    5 | -5 | 4 | -0.7 | 0.1 | -5 | 23 | -5
(45) CC1CCC(=NO)C(=NO)C1 (stereo not drawn)
    -10 | 8 | 16 | 7.6 | 0.3 | -2 | 5 | 5
(46) CCC(C)C(=O)Nc1nnc(SCC(=O)N2C(C)CCCC2C)s1 (stereo not drawn)
    . | 10 | -40 | 5.5 | 0.0 | -3 | 2 | -16
(47) Cn1c(=O)c2ccccc2n2c(=S)[nH]nc12
    -7 | 1 | 13 | 3.2 | 0.0 | 2 | -9 | 8
(48) O=[N+]([O-])c1ccc2nc(NS(=O)(=O)c3ccc(F)cc3)sc2c1
    -6 | 3 | -1 | -2.2 | 0.0 | 4 | 13 | 2
(49) COc1ccc(-c2[nH]c(-c3ccc(SC)cc3)nc2SCC(=O)Nc2nccs2)cc1
    -9 | 14 | 1 | . | 0.4 | 8 | -12 | 3
(50) CCOC(=O)c1c(NC(=O)COc2ccccc2)sc2c1CC(C)(C)NC2(C)C
    -82 | 12 | 17 | -4.5 | -0.2 | 1 | 8 | -6
(51) Cc1cc(C(C)(C)C)cc(C)c1C[n+]1ccc2ccccc2c1
    40 | -2 | -36 | . | 0.2 | 3 | 59 | 9
(52) O=C(C[n+]1cc(Br)cc(Br)c1)c1ccc(-c2ccccc2)cc1
    4 | 8 | 25 | -0.8 | 0.2 | 4 | 12 | 2
(53) COC(=O)/C(=C/c1ccccc1)NC(=O)c1ccco1
    . | . | 14 | . | 0.2 | . | 4 | -6
(54) COc1cc(/C=C(/Sc2nnc(-c3ccc(F)cc3)o2)C(=O)O)ccc1OC(F)F
    12 | -4 | 6 | -2.4 | 0.1 | 2 | -8 | 2
(55) CCNc1c(NS(=O)(=O)c2ccc(F)c(Cl)c2)c(=O)oc2ccccc12
    -16 | -7 | 7 | 0.7 | 0.2 | 4 | -21 | -13
(56) CCCc1cc(C(=O)Nc2sc(C(C)=O)c(C)c2C(=O)OCC)no1
    -4 | -6 | . | -1.0 | 0.0 | -4 | 8 | -2
(57) CC(=O)c1cc(C)ccc1OC(=O)c1ccco1
    13 | 7 | -1 | -0.2 | . | -2 | . | -6
(58) COc1ccc(C(=O)COC(=O)CCS(=O)(=O)c2ccc(C)cc2)c(OC)c1
    0 | 1 | 8 | -3.0 | 0.1 | 1 | 4 | -4
